# Source: PubChem BioAssay (National Center for Advancing Translational Sciences (NCATS))
# AID inhibitor = blocks human AID cytidine deaminase activity. Potency, µM (titrated, usually from 115 µM), without a hit: at the highest dose activity change, negative = inhibition, hits mostly inhibitors. Q9GZX7. 91,000 compounds, 0.32% hits. AID deamination FRET fluorescence, UDG-coupled, 4 h; note: nearly all actives have a fitted effect of over 25% in size
# Target sequence (Q9GZX7 whole entry, looked up): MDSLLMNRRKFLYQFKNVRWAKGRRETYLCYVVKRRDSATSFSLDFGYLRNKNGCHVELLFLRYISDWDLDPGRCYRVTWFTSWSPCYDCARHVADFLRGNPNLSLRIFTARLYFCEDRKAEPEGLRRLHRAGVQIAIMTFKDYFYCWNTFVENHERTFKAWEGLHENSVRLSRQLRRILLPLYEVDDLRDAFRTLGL
# UDG counter = blocks uracil-DNA glycosylase in AID counter-screen; FRET deamination/UDG coupled assay, UDG read, 4 h; Potency, µM (highest dose often 115 µM), inactives show top-dose activity change, negative = inhibition, usual class: inhibitors; 91,000 compounds, 0.14% hits; AID 1347430; note: nearly all actives have a fitted effect of over 65% in size
# * = called active by the depositor; ? = inconclusive; & = joins results of further samples; [ ] = dose if it differs, or a comment. Calls come from the whole dose curve; as a rule, active = well fitted curve in the direction sought with a large enough effect; inconclusive = small, poorly fitted or top-dose-only effect, or another doubt; inactive = no such curve, though single readings can be large; an effect the other way counts as inactive or inconclusive. % is set by controls: 0 for no effect and ±100 for the full control effect; potency is the fitted concentration of half-maximal effect. Not all compounds are listed, so the mix of outcomes need not match the whole.
SMILES | AID inhibitor | UDG counter
CCc1ccc(NC(=O)C(CC)n2nnc(C(=O)OC)c2C(=O)OC)cc1 (configuration not stated) | -10.1% | -0.2%
O=C(NCCc1ccccc1)C(=O)NCC(c1cccs1)S(=O)(=O)c1cccs1 (configuration not stated) | 22.6% | ?
Cc1ccc(NC(=O)C2CCN(S(=O)(=O)c3ccc4c(c3)CCCC(=O)N4)CC2)c(Cl)c1 | -19.4% | 8.9%
COc1cc2nc(N3CCN(C(=O)OCc4ccccc4)C(C(=O)NC(C)(C)C)C3)nc(N)c2cc1OC (configuration not stated) | -4.7% | 2.8%
Cc1ccccc1C1C(C#N)=C(N)OC2=C1C(=O)CC(C)(C)C2 (configuration not stated) | 0.0% | 4.2%
Cc1ccc(Cl)cc1NC(=O)N1CCc2cc(S(=O)(=O)N3CCC(C)CC3)ccc21 | 1.8% | 3.7%
CCOC(=O)c1ccc(NC(=O)CSc2nc(-c3ccc(F)cc3)cc(C(F)(F)F)c2C#N)cc1 | 6.2% | -3.4%
CCc1nnc2c3ccccc3nc(N3CCN(c4ccc(C)cc4C)CC3)n12 | -9.4%[57.5 µM] | -0.4%[57.5 µM]
O=C(O)c1ccccc1C(=O)/C=C/c1cccs1 | -3.9% | 0.1%
COCCn1c(N2CCN(Cc3ccc(F)cc3)CC2)nc2c1c(=O)[nH]c(=O)n2C | 5.4% | -3.9%
O=C(NCc1ccc(C(=O)N2CCCCCC2)cc1)c1cc(=O)[nH]c2ccccc12 | 1.7% | -5.3%
COc1ccc(OC)c(CNC(=O)c2ccc(Sc3ccc(C)cc3)c(N)c2)c1 | -9.9% | -10.2%
CC(C)c1ccc(NC(=O)c2cnc3sc(N4CCCC4)nn3c2=O)cc1 | 10.4% | 3.8%
COc1ccc(CCCc2nnc(SCC(=O)Nc3ccc(OC)cc3)o2)cc1 | 3.2%&-8.7% | -1.7%&-9.5%
CCCc1noc(-c2ccc(NCc3ccc(C)cc3)c([N+](=O)[O-])c2)n1 | 11.2% | 3.6%
Cc1ccc(C(=O)NCCCN2CCCC2)cc1 | -0.2% | -7.1%
COc1cc(OC)cc(OC(=O)c2cc(OC)cc(OC)c2)c1 | -3.6% | 7.0%
O=C(NNC(=S)Nc1ccccc1)c1ccc(F)cc1 | 0.7% | 1.4%
CCOc1ccccc1NC(=O)c1c2c(nc3ccccc13)C(=O)N(C1CCCCC1)C2 | ? | 47.4%[activator]
CCC1CN(S(=O)(=O)c2cc(-c3cc(C)no3)ccc2C)c2cc(Cl)ccc2O1 (configuration not stated) | ? | 33.1%[activator]
Cc1ccc(OCC(O)Cn2nc(C)c3ccccc3c2=O)cc1 (configuration not stated) | -0.4% | 12.1%
COc1cccc(NS(=O)(=O)c2cc(-c3cnc(C4CC4)o3)ccc2C)c1 | -8.2%&-15.6% | -4.1%&-7.8%
CCCCS(=O)(=O)NCCc1ccc(C(=O)O)cc1 | 3.2% | -1.2%
CCCCCc1ccc(C(=O)O)nc1 | -3.5% | 4.6%
COc1cccc2c1Oc1ncccc1N(C(=O)CCC(=O)NCCC(C)C)C2 | -1.7% | 7.2%

# Five neighbouring entries out of the list so far, for reference:
SMILES | AID inhibitor | UDG counter
Cc1ccc(OCC(O)Cn2nc(C)c3ccccc3c2=O)cc1 (configuration not stated) | -0.4% | 12.1%
COc1cccc(NS(=O)(=O)c2cc(-c3cnc(C4CC4)o3)ccc2C)c1 | -8.2%&-15.6% | -4.1%&-7.8%
CCCCS(=O)(=O)NCCc1ccc(C(=O)O)cc1 | 3.2% | -1.2%
CCCCCc1ccc(C(=O)O)nc1 | -3.5% | 4.6%
COc1cccc2c1Oc1ncccc1N(C(=O)CCC(=O)NCCC(C)C)C2 | -1.7% | 7.2%

# (listing goes on)
SMILES | AID inhibitor | UDG counter
Cc1ccc(Sc2ccc(N3CCC(C(=O)Nc4cc(C)cc(C)c4)CC3)nn2)cc1 | -0.2% | -3.1%
CCOC(=O)c1ccccc1NC(=O)CCc1c(C)nc2ncnn2c1C | 16.1% | 11.1%
Cc1ccc(-c2nnn3c2nc(NCc2ccc4c(c2)OCO4)c2ccccc23)cc1 | 3.4% | -2.5%
COc1ccc2nc3sc(C(=O)N4CCN(c5ccc(F)cc5)CC4)cc3cc2c1 | 19.7% | -6.8%
Cc1cc(F)ccc1NCC(=O)N1CCN(S(C)(=O)=O)CC1 | 3.6% | 3.2%
Cc1ccc(CNc2nc(-c3cccs3)nn2C(=O)CC(C)C)o1 | 3.9% | -1.3%
CCOc1ccccc1NC(=O)CSC1=Nc2ccccc2C2=NC(CC(=O)NCc3ccc4c(c3)OCO4)C(=O)N12 (configuration not stated) | ? | -5.7%
COc1ccc2c(CNCCc3ccco3)c(C(=O)O)n(Cc3ccccc3)c2c1 | 94.5%[activator] | -4.3%
Cc1oc(-c2cccc(Cl)c2)nc1CSc1nncn2c1cc1occc12 | -8.2% | 10.1%
CCOc1ccc(-c2nc(CN(CCO)Cc3csc(-c4ccc(OCC)c(OC)c4)n3)cs2)cc1OC | -8.5% | 3.8%
Cc1c(Cl)cccc1NC(=S)NCC(C)N1CCCCC1C (configuration not stated) | -2.8% | -9.6%
CCOC(=O)C1=C(CN(CCOC)Cc2ccco2)NC(=O)NC1c1ccc(C)cc1 (configuration not stated) | -13.8% | -9.9%
CCn1c(CNC(=O)c2ccccc2OC)nnc1SCC(=O)c1ccc(OC)cc1 | -16.2% | 19.7%
COc1cc(NS(=O)(=O)c2ccc(NC(=O)c3ccccc3C(=O)O)cc2)nc(OC)n1 | 3.5% | 2.9%
Cc1ccc(N(CC(=O)N2CCN(c3ccccc3)CC2)S(=O)(=O)c2c(C)noc2C)cc1 | -27.5% | -11.0%
CCOc1cc(/C=C/c2cc(C(=O)O)c3ccccc3n2)ccc1OC | 5.3% | 2.4%
COc1ccc(/C=C2\Oc3cc(OS(=O)(=O)c4ccccc4)ccc3C2=O)cc1OC | 2.7% | -0.2%
COCCNC(=O)CCn1c(=O)c2cc(OC)c(OC)cc2n(CC(=O)Nc2ccc(Cl)cc2F)c1=O | 9.5% | 5.3%
COc1ccc(C2=Nc3ccc(F)cc3NC(c3cccc(C(F)(F)F)c3)=N2)cc1 | 10.4% | -21.6%
Cc1ccc(-n2nc(C(=O)N3CCN(c4cccc(C(F)(F)F)c4)CC3)c(=O)n(C)c2=O)cc1 | -19.2% | -13.4%
O=c1oc2ccc(Cl)cc2cc1-c1nc(-c2cccs2)no1 | 4.4% | 2.3%
O=C(NCc1ccccn1)c1ccc(Br)cc1 | 6.4% | 2.5%
Cc1cccc(NC(=O)COc2cccc3c(=O)n(C)ccc23)c1C | 12.5% | 48.0%[activator]
Cc1ccc(C)c(N2CCN(S(=O)(=O)c3c(C)nc4sccn4c3=O)CC2)c1 | 6.0% | 9.2%
Cc1ccc(NC(=O)CSc2nc(-c3ccco3)cc(C(F)(F)F)n2)cc1 | 20.3% | 4.6%

# Remaining list, next part
SMILES | AID inhibitor | UDG counter
CCc1ccccc1NC(=O)Cn1c(=O)n(-c2ccc(C)cc2)c(=O)c2cc(OC)c(OC)cc21 | 2.3% | -7.3%
Cc1ccc(C)c(C(C)NC(=O)COc2ccccc2C#N)c1 (configuration not stated) | -6.1% | -1.5%
Cc1ccc(-c2noc(C(C)NS(=O)(=O)c3ccc(C)cc3)n2)cc1 (configuration not stated) | -4.2% | 8.8%
CC(O)CSc1nc2c(c(=O)[nH]c(=O)n2C)n1CCc1ccccc1 (configuration not stated) | 4.3% | 10.2%
Cc1ccc(-c2ccc(C(N)=O)o2)cc1 | -2.4% | 3.3%
COc1ccc(NC(=O)c2c(NCc3cccc(F)c3)sc3c2CCCC3)c(OC)c1 | 3.8% | -2.6%
CCn1c2ccccc2c2nnc(SCC(=O)O)nc21 | 27.6% | 16.6%
CCS(=O)(=O)c1nc(S(=O)(=O)c2ccc(C)cc2)c(NC(C)c2ccccc2)s1 (configuration not stated) | -4.9% | -14.7%
CCOC(=O)c1ccc(NC(=O)CCS(=O)(=O)c2ccc3c(c2)oc(=O)n3C)cc1 | 6.6%[57.5 µM] | 2.7%[57.5 µM]
CCOc1ccc(CN2C(=O)c3ccccc3C2C(=O)NCCc2ccc(OC)c(OC)c2)cc1 (configuration not stated) | -8.7% | -9.4%
Cc1ccc(F)cc1NC(=O)Cc1nc(-c2cccs2)oc1C | -3.4% | 6.6%
CC(NC(=O)CSc1n[nH]c(-c2ccccc2Cl)n1)c1nc2ccccc2[nH]1 (configuration not stated) | 33.3%[activator] | 50.6%[activator]
COc1ccc(C(=O)Nc2ccc(-c3nnc4n3CCCCC4)cc2)cc1OC | 20.8% | 7.0%
COC(=O)[C@@H](Cc1ccccc1)NC(=O)NCC(c1ccccc1)c1ccccc1 | -11.1% | 2.4%
CC(C)(C)c1ccc(C2Sc3ccccc3NC3=C2C(=O)c2ccccc23)cc1 (configuration not stated) | -12.9% | 89.1µM*
COc1cc(C)c(S(=O)(=O)N2CCN(c3ccccc3)CC2)cc1C | -7.6% | -5.8%
COc1ccc(C(=O)c2oc3ccccc3c2NC(=O)COc2cccc(C)c2C)cc1 | 9.3% | -10.2%
COc1cccc(NC(=O)CC2Nc3cc(C)c(C)cc3NC2=O)c1 (configuration not stated) | -9.6% | -4.3%
COc1cc(C2CC(=O)c3c([nH]c(C(=O)OCc4ccc(C)cc4)c3C)C2)cc(OC)c1OC (configuration not stated) | -6.9% | -8.2%
O=S(=O)(Cc1ccc(F)cc1)Nc1nc2c(s1)CCCC2 | 3.5% | -1.7%
Cc1ccc(Cl)cc1N1CCN(C(=O)C2CCN(S(=O)(=O)c3c(C)noc3/C=C/c3ccccc3F)CC2)CC1 | -11.4% | -3.0%
Cc1cccn2c(=O)c(C(=O)N3CCN(c4ccccc4)CC3)cnc12 | 0.8% | -15.3%[57.5 µM]
C=CCOC(=O)C1C(=O)CC(C)(O)C(C(=O)OCC=C)C1c1ccc(Cl)cc1 (configuration not stated) | 4.2% | 6.8%
COc1ccccc1Cc1nnc(NC(=O)C2CCCO2)s1 (configuration not stated) | -16.3% | 10.2%
CC(C)(C)C(=O)/C(C#N)=C/c1ccccc1OCc1ccccc1Cl | -30.0% | -5.8%

# The list continues.
SMILES | AID inhibitor | UDG counter
O=c1cc(CN2CCN(c3cccc(Cl)c3)CC2)c2cc(Cl)ccc2o1 | -0.2% | -6.1%
CCCOc1ccc(-c2cc(C(=O)NCC3CCCO3)c3ccccc3n2)cc1 (configuration not stated) | -9.7% | -1.4%
Cc1csc2nc(COC(=O)c3ccc(NC(=O)C(C)C)cc3)cc(=O)n12 | 2.7% | -1.9%
Cc1ccc(-c2nc(CNC(=O)c3ccccc3)c(C)o2)cc1 | -8.7% | -4.8%
CCn1c(SCC(=O)c2ccc(Cl)cc2)nc2c1c(=O)[nH]c(=O)n2C | -1.7% | -9.2%
CNC1CCCc2ccccc21 (configuration not stated) | 31.9%[activator] | 8.1%
O=C(CCc1ncc(-c2ccccc2F)o1)N1CCN(S(=O)(=O)c2ccc(F)cc2F)CC1 | -4.0% | -10.4%
CC(=O)SC1CC2=CC(=O)CC[C@]2(C)C2CC[C@@]3(C)C(CC[C@@]34CCC(=O)O4)C12 (some centres not stated) | -7.8% | -4.7%
Cc1cc2c(C(C)C)c(O)c(O)c(C=O)c2c(O)c1-c1c(C)cc2c(C(C)C)c(O)c(O)c(C=O)c2c1O | 79.4µM* | -3.9%
COc1ccc(Nc2nnc(SCC(=O)c3ccccc3)s2)cc1 | 3.9% | -3.8%
COc1ccc2oc(=O)cc(CN3CCN(C(=O)c4cccc(C)c4)CC3)c2c1 | -2.5% | 10.1%
CCOc1ccc(CCNC(=O)CSCc2nc(-c3cccc(C)c3)oc2C)cc1OCC | ? | ?
Cc1ccc(/C=C(\C#N)C(=O)Nc2cccc(Br)c2)o1 | 11.9% | -0.8%
COc1cccc(-c2ccc(=O)n(CC(=O)Nc3cc(Cl)c(OC)cc3OC)n2)c1 | 0.0% | -1.8%
O=c1[nH]nc(SCc2ncc(-c3ccccc3)o2)n1CCc1ccccc1 | -5.2% | 8.5%
Cc1ccc(C2=[N+]([O-])C3(CCCC/C3=N\O)N(O)C2(C)C)o1 (configuration not stated) | -9.6% | 9.1%
COCCCn1c(C)cc(C(=O)COC(=O)Cc2nn(C)c(=O)c3ccccc23)c1C | 2.3% | -9.6%
CCCN(CCC)C(=O)COc1ccc2c(C)cc(=O)oc2c1 | -2.9% | -1.6%
COc1cccc(N2CC(NC(=O)c3cccs3)CC2=O)c1 (configuration not stated) | 3.7% | -10.0%
CC(C)Cn1c(SCc2cccc(F)c2)nc2ccsc2c1=O | ? | -17.7%
Cc1cc2ccccc2n1CC(=O)NC1CCN(C(C)(C)C)CC1 | 0.9% | 5.4%
Cc1cccc2c(=O)n(CC(=O)Nc3ccc4oc(C(C)C)nc4c3)cnc12 | -1.1% | -2.9%
O=C(NCc1ccc(Cl)cc1)C1(c2cccs2)CCOCC1 | -7.4% | ?
O=C(Nc1ccc(I)cc1)C1CC2CCC1C2 (configuration not stated) | -10.6% | -13.1%
O=C(CSc1nc2ccccc2c(=O)n1-c1ccc(F)cc1F)NC(=O)NC1CCCC1 | -2.2% | 2.1%

# Carrying on.
SMILES | AID inhibitor | UDG counter
Cc1ccccc1CN(C)C(=O)Cn1cnc2c1c(=O)n(C)c(=O)n2C | -5.4% | -2.5%
O=C(NCc1ccccc1)C(=O)NCC(c1ccco1)S(=O)(=O)c1ccc(Cl)cc1 (configuration not stated) | 9.2% | 73.3%[activator]
COc1ccc(-c2cc3ccc(OCC(=O)OC(C)C)cc3oc2=O)cc1OC | -6.3% | -1.0%
Cc1ccc(C)c(CN2C(=O)N(c3cc(Cl)ccc3C)S(=O)(=O)c3ccccc32)c1 | -4.4% | -7.3%
